# EPAC2 antag – EPAC2 (human) antagonism | Q8WZA2 | EPAC2 GEF exchange of Rap1B-BODIPY-GDP, fluorescence | Potency, µM (highest dose often 114 µM), without a hit: at the top dose activity, negative = inhibition, actives largely listed as inhibitors | hit rate 0.18% among 360,000; note: potency is the fitted concentration of half-maximal effect; % is set by controls: 0 for no effect and ±100 for the full control effect; nearly all actives have a fitted effect of over 45% in size; many of its hits are not listed in these tables
# Target sequence (Q8WZA2 whole entry, looked up): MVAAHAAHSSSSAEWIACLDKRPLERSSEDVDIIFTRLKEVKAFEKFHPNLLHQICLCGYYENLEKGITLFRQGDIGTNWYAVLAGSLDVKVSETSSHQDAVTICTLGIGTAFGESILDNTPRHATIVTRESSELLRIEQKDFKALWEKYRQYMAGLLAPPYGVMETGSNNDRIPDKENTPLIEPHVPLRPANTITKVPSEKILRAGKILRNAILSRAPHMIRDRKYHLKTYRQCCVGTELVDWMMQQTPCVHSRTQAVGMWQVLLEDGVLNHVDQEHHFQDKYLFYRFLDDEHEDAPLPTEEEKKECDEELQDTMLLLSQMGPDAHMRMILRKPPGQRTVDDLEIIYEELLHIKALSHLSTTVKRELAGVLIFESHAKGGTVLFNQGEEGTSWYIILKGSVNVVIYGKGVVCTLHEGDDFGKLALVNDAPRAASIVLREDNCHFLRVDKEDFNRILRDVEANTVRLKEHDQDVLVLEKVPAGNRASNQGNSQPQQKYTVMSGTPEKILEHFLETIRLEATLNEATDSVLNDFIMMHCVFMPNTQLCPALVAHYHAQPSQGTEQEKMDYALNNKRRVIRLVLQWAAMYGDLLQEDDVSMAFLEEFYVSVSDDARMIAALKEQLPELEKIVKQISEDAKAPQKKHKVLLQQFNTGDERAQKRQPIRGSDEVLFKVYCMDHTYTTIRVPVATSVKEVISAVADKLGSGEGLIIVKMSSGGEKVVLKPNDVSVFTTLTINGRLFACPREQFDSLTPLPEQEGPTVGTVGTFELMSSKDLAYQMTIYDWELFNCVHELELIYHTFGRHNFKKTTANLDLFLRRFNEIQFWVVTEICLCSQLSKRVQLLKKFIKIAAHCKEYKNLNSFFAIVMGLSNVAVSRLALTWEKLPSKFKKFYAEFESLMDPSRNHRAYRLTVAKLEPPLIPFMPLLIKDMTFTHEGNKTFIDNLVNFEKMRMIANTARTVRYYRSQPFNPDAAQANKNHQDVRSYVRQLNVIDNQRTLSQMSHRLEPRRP
# TGFb inhibitor – blocks TGF-b signaling | AID 588855 | Potency, µM (titrated, usually from 46.1 µM), for the others: top-dose activity, negative = inhibition, usual class: inhibitors | HepG2 CAGA-GFP TGF-b/SMAD3 reporter, GFP fluorescence, 18 h; TGF-beta stimulated, 500 pg/mL final | hit rate 1.2% among 410,000; note: potency is the fitted concentration of half-maximal effect; % is set by controls: 0 for no effect and ±100 for the full control effect; nearly all actives have a fitted effect of over 65% in size
#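 Cell-based qHTS in HEPG2 carrying a CAGA-GFP Smad reporter; compounds added before 500 pg/mL final TGF-beta, 18 h incubation at 37 degrees C, GFP fluorescence quantified per cell by imaging cytometry.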
# CCT modulator – cytosolic chaperonin activity modulation; purified chaperonin ATPase assay, HTRF ADP detection, 30 min; AID 651819; hit rate 0.3% among 360,000; activity change, % (concentration not given with the values), hits read low; in the data active = activity change below about -30%; note: % is set by controls: 0 for no effect and ±100 for the full control effect
#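 First, chaperonin was dispensed at 40 nM or 20 nM final depending on batch activity. Next, compounds were pinned at 76 uM and ATP added at 10 uM. After 30 min at 37 °C, ADP detection reagents ran 30 min at ambient temperature.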
# Nrf2 activator – Nrf2 pathway activation | AREc32 ARE-luciferase reporter (MCF7-derived line), luminescence, 24 h | Potency, µM (doses to about 46.1 µM), for the others: top-dose activation, usual class: activators | hit rate 0.31% among 410,000 | AID 624171; note: potency is the fitted concentration of half-maximal effect; % of control where 0% means no effect; nearly all actives have a fitted effect of over 65% in size
#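 Steps: seed AREc32_Fluc cells (1000/well, 5% FBS OPTI-MEM); incubate overnight at 37 deg C; add 23 nL compound; incubate 24 hr; add Steady-Glo; hold 30 min RT; read luminescence.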
# MmCpn inh – M. maripaludis TRiC chaperonin inhibition. Potency, µM (highest dose often 76.9 µM), for the others: at the top dose activity, negative = inhibition, most hits filed as inhibitors. AID 504842. purified Mm-Cpn ATPase, ADP Transcreener TR-FRET. hit rate 0.031% among 330,000; note: potency is the fitted concentration of half-maximal effect; % is set by controls: 0 for no effect and ±100 for the full control effect; nearly all actives have a fitted effect of over 80% in size
#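 Purified archaeal Mm-CPN (25nM final) preincubated 10 min at 37degC with compound, then 10uM ATP for 30 min at 37degC; ADP measured by HTRF Transcreener TR-FRET; buffer 30 mM TRIS pH 7.4, 100mM KCl, 5mM MgCl2, 1mM DTT.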
# EPAC2 agonist – activates human EPAC2 exchange factor. Potency, µM (top dose mostly 154 µM), for the others: at the highest dose activation, hits mostly activators. hit rate 0.079% among 360,000. AID 720711. Q8WZA2. EPAC2 activation, biochemical qHTS; response scale: 100% = 6.5 mM cAMP response; note: potency is the fitted concentration of half-maximal effect; nearly all actives have a fitted effect of over 50% in size
#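 Fluorescence exchange assay: 100 nM EPAC2 with 250 nM RAP1B-BODIPY-GDP and 50 uM GDP; compounds tested as a concentration-titration series (qHTS). Loss of Rap1-bound BODIPY-GDP fluorescence read at 480/540 nm; data normalized to 6.5 mM cAMP.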
# A549 viability – kills or reduces viability of A549 cells in Nrf2 counter-screen. A549 ARE-Fluc cells, CellTiter-Fluor viability, 18-24 h. Potency, µM (top dose mostly 46 µM), without a hit: at the highest dose activity change, negative = cytotoxicity, actives largely listed as inhibitors. hit rate 0.16% among 390,000; note: potency is the fitted concentration of half-maximal effect; % is set by controls: 0 for no effect and ±100 for the full control effect
#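 A549 ARE-Fluc cells in 5% FBS OPTI-MEM, 5000 cells/well, rested 2 h then exposed to compounds in concentration-response for 18-24 h at 37 °C. Viability by CellTiter-Fluor fluorescence (Ex 405/Em 525) after 30 min; luciferase luminescence (BugLite, 15 min, RT) read afterwards.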
# pAkt inh – blocks phosphorylation of Akt; Neuro2A IGF-stimulated pAkt S473 HTRF, 20 min; hits give low values; activity change, % for hits at 50 µM; hit rate 0.32% among 360,000; AID 651550; in the data active = activity change below about -80%; inconclusive = mostly about -51% to -80%; note: % is set by controls: 0 for no effect and ±100 for the full control effect
#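 Single-point screen (50 µM final compound) in Neuro2A cells stimulated 20 min with 6 nM IGF at 37 deg C. After lysis, Ser473-phosphorylated Akt read by HTRF (ex 330 nm, em 615/665 nm) as the 665/615 ratio.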
# Nrf2 inh – inhibitors of Nrf2 signaling. A549 ARE-Fluc reporter, luciferase luminescence, 18-24 h. Potency, µM (top dose mostly 46 µM), for inactives: at the top dose activity change, negative = inhibition, most hits filed as inhibitors. hit rate 2.1% among 360,000; note: potency is the fitted concentration of half-maximal effect; % is set by controls: 0 for no effect and ±100 for the full control effect; nearly all actives have a fitted effect of over 60% in size
#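 Concentration-response testing used A549 ARE_Fluc cells at 5000 cells/well. Following an 18-24 h compound incubation, viability was read by fluorescence (Ex 405/Em 525) and luciferase output by luminescence.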
# * hit, by the source's call; i = inactive; ? = inconclusive; . = no result given; & = joins results of further samples; [ ] = dose if it differs, or a comment. Unless noted, calls come from the whole dose curve; as a rule, active = well fitted curve in the direction sought with a large enough effect; inconclusive = small, poorly fitted or top-dose-only effect, or another doubt; inactive = no such curve, though single readings can be large; an effect the other way counts as inactive or inconclusive. Not all compounds are listed, so the mix of outcomes need not match the whole.
no.	SMILES	EPAC2 antag	TGFb inhibitor	CCT modulator	Nrf2 activator	MmCpn inh
1	Cc1ccc(NC(=O)COC(=O)c2ccc(CN3CCCC3=O)cc2)cc1C	1.2%	0.0%	-1.3	0.2%	-1.4%
2	CCOc1ccccc1N=C1NC(=O)CS1	8.0%	-0.9%	1.7	-0.6%	-1.0%
3	COCCNC(=O)c1ccc(N(C)S(=O)(=O)c2ccc(OC)c(OC)c2)cc1	3.5%	35.1%[activator]	3.3	-0.5%	0.1%
4	CC1CCCCN1Cc1ccc(N)cc1 (stereo not drawn)	6.8%	-1.0%	0.1	0.4%	1.6%
5	CCNC(=O)Nc1cc2nc(C)n(Cc3ccc(Br)cc3)c2nc1C	-4.8%	10.6%	-4.2	3.5%	1.0%
6	CCn1ncc(Br)c1C(=O)Nc1ccc(OC(F)(F)F)cc1	-8.4%	18.3%	-2.1	5.0%	-1.8%
7	O=C(Cn1cnc2c(nc3n2CCCCC3)c1=O)Nc1cccc(C(F)(F)F)c1	3.7%	1.7%&2.2%	-0.7	-0.2%&2.0%	-4.4%
8	Cc1c(NC(=S)NC(=O)COc2ccccc2)c(=O)n(-c2ccccc2)n1C	-4.8%	-5.4%	-3.1	-0.5%	3.4%
9	CC(=O)N1CCN(c2ccc(NCc3cccc(C)c3)cc2)CC1	16.5%	-27.5%	.	6.0%	-7.7%
10	CCOc1ccc(N(CC(=O)NCCCOC)S(C)(=O)=O)cc1	0.9%	-3.8%	-0.7	-0.4%	1.7%

no.	EPAC2 agonist	A549 viability	pAkt inh	Nrf2 inh
1	-1.5%	0.3%	i	9.2%
2	-4.5%	3.1%	i	0.3%
3	10.1%	-2.1%	i	.
4	1.9%	1.1%	i	-6.7%
5	6.4%	-4.4%	i	.
6	4.7%	16.7%	i	10.8%
7	-2.2%	0.2%&2.6%	i	11.3%&10.0%
8	2.7%	-3.4%	i	-11.9%
9	3.7%	-3.3%	.	14.6µM*
10	3.3%	-1.5%	i	7.4%

# Complete entries as entered above:
# `Cc1ccc(NC(=O)COC(=O)c2ccc(CN3CCCC3=O)cc2)cc1C` reads EPAC2 antag: 1.2%; TGFb inhibitor: 0.0%; CCT modulator: -1.3; Nrf2 activator: 0.2%; MmCpn inh: -1.4%; EPAC2 agonist: -1.5%; A549 viability: 0.3%; pAkt inh: i; Nrf2 inh: 9.2%
# `CC(=O)N1CCN(c2ccc(NCc3cccc(C)c3)cc2)CC1` reads EPAC2 antag: 16.5%; TGFb inhibitor: -27.5%; CCT modulator: .; Nrf2 activator: 6.0%; MmCpn inh: -7.7%; EPAC2 agonist: 3.7%; A549 viability: -3.3%; pAkt inh: .; Nrf2 inh: 14.6µM*

# More records
no.	SMILES	EPAC2 antag	TGFb inhibitor	CCT modulator	Nrf2 activator	MmCpn inh
11	Cc1ccc(C)c(COC(=O)c2cc(S(=O)(=O)N3CCCCC3)ccc2N2CCOCC2)c1	-11.1%	-14.0%	-6.2	2.2%	-6.4%
12	CN(CC(=O)Nc1cccc(F)c1)C(=O)C1CC(=O)N(CCc2ccccc2)C1 (stereo not drawn)	12.5%	-1.0%	0.5	0.5%	-3.0%
13	Cc1ccc(NC(=O)C(=O)NCC(c2cccnc2)N2CCOCC2)cc1 (stereo not drawn)	.	-20.2%	.	0.3%	.
14	COc1cc(-c2cc3n(C)c(C)c(CCC(=O)O)c(=O)n3n2)cc(OC)c1OC	.	-14.2%	.	-0.7%	.
15	O=C1OCCC1Sc1nnc(-c2ccc3c(c2)OCO3)n1-c1ccccc1 (stereo not drawn)	3.2%	3.2%	-0.2	-0.4%	-0.2%
16	Clc1ccc2nsnc2c1NC1=NCCN1	0.3%&-0.6%	0.5%&7.0%	-0.6&0.6	-0.8%&0.4%	0.5%
17	Cn1c(=O)[nH]c(=O)c2c1nc(CN1CCN(c3ccc(F)cc3)CC1)n2CCCc1ccccc1	-3.0%	0.0%	0.3	-0.8%	1.0%
18	COc1ccc(-n2cc(C(=O)N(CCN(C)C)Cc3ccccc3)c3ccccc3c2=O)cc1	.	?	.	1.0%	.
19	COc1ccccc1C(CNC(=O)C(C)Oc1ccc(Br)cc1)N1CCCC1 (stereo not drawn)	-5.4%	20.2%	1.8	2.7%	0.8%
20	COC(=O)C1=C(NC(=O)c2ccc(C)c(C)c2)CCS1	-0.9%	-5.4%	-2.0	0.6%	1.5%

no.	EPAC2 agonist	A549 viability	pAkt inh	Nrf2 inh
11	9.2%	1.0%	i	?
12	6.2%	-3.6%	i	14.3%
13	.	-0.1%	.	9.4%
14	.	-0.4%	.	6.7%
15	3.9%	-3.4%	i	-9.4%
16	5.2%&4.5%	-0.4%&1.0%	i	10.7%&3.4%
17	1.1%	2.1%	i	-23.3%
18	.	7.1%	.	?
19	1.1%	-1.9%	i	-6.9%
20	6.2%	-1.2%	.	.

# (listing goes on)
no.	SMILES	EPAC2 antag	TGFb inhibitor	CCT modulator	Nrf2 activator	MmCpn inh
21	CN1C(C(=O)Nc2ccccn2)=C(O)c2sccc2S1(=O)=O	2.3%	-8.0%	0.4	-1.1%	-0.7%
22	CCC(=O)N1CCc2cc(S(=O)(=O)CCC(=O)N3CCN(c4ccc(F)cc4)CC3)ccc21	-7.5%	-6.5%	-2.0	-1.1%	0.3%
23	O=C(Cc1cccs1)N1CCCC(c2nc(-c3ccc(S(=O)(=O)N4CCCC4)cc3)no2)C1 (stereo not drawn)	-11.5%	-19.1%	-0.4	2.1%	0.9%
24	COc1cc2cc(C(=O)N/N=C/c3ccc(F)cc3)[nH]c2cc1OC	12.8%	-19.6%	0.5	2.0%	-0.5%
25	CCOc1ccc(C2C3=C(CCCC3=O)Nc3nc(C(F)(F)F)nn32)cc1OC (stereo not drawn)	-1.1%	-20.7%	-4.5	2.2%	0.1%
26	O=C(Cc1ccccc1F)Nc1cc(S(=O)(=O)N2CCCC2)ccc1Cl	9.0%	5.8%	-3.0	0.1%	0.7%
27	CC(C)CN(C(=O)c1cc(=O)[nH]c2ccccc12)c1c(N)n(Cc2ccccc2)c(=O)[nH]c1=O	-0.7%	-1.4%	-1.2	0.3%	-0.4%
28	O=C(c1cccs1)N1CCCN(c2ncnc3scc(-c4ccccc4)c23)CC1	-18.8%	-23.3%	-5.6	-0.6%	-2.9%
29	CS(=O)(=O)c1ccc2nc(NC(=O)CN3CCCCCC3)sc2c1	-0.7%	-1.2%	-0.9	-0.6%	-1.1%
30	CC(C)Oc1cc(F)ccc1-c1cc(C(=O)NCc2cccnc2)[nH]n1	7.4%	28.3%	-0.6	-0.2%	.

no.	EPAC2 agonist	A549 viability	pAkt inh	Nrf2 inh
21	-2.9%	-11.1%	i	12.9%
22	3.6%	8.6%	i	-28.5%
23	-1.4%	-7.0%	i	23.1µM*
24	4.3%	2.0%	i	-15.2%
25	-27.9%	-9.1%	i	8.9%
26	10.8%	1.1%	i	-16.3%
27	1.9%	1.3%	i	-15.4%
28	11.8%	-1.0%	i	-10.2%
29	13.1%	-1.2%	i	3.1%
30	5.1%	.	i	.

# More compounds
no.	SMILES	EPAC2 antag	TGFb inhibitor	CCT modulator	Nrf2 activator	MmCpn inh
31	COC(=O)c1cc(Br)c(=O)n(-c2cc(C)on2)c1	10.7%	?	-1.8	-0.2%	-10.9%
32	COc1cccc(CSc2nc3ccncc3n2CC(=O)Nc2ccc(OC)c(OC)c2OC)c1	.	-19.8%	.	0.1%	.
33	O=C(/C=C/c1ccc(Cl)cc1Cl)N1CCN(c2ccc([N+](=O)[O-])c(N3CCOCC3)c2)CC1	14.1%	2.9%	-0.2	0.2%	0.0%
34	Cc1cc(C)cc(OCCn2nnc3ccccc32)c1	-29.5%	6.9%	2.1	4.9%	-0.4%
35	CSc1nc2nccc(-c3ccc4c(c3)OCO4)n2n1	6.3%	-0.3%	2.4	2.3%	1.5%
36	OCCN1CCN(C(=S)c2ccc(Cl)cc2)CC1	-7.9%	-22.0%	0.6	0.7%	0.1%
37	CC(C)(O)c1[nH]c2ccc(C#N)cc2c1C(C)(C)O	7.4%	9.6%	1.2	0.5%	-2.9%
38	COc1ccc(O)c(-c2nc(N)nc(N)n2)c1	9.8%	?	-2.8	1.0%	-1.1%
39	CCC(=O)N1CCCc2cc(S(=O)(=O)N3CCN(c4ccccn4)CC3)ccc21	-19.6%	0.1%	0.3	0.3%	1.9%
40	CCCCc1c(-c2ccc(Br)cc2)ncn1CCc1ccccc1OC	?	.	-1.1	-1.1%	.
41	Cc1ccc(-n2c(-c3ccco3)nc3nc4ccccc4nc32)cc1F	-3.0%	-7.5%	-2.6	2.8%	2.0%
42	O=C1S/C(=C\c2cccs2)C(=O)N1c1ccc(O)cc1	0.0%	-5.1%	-2.3	7.2%	1.0%

no.	EPAC2 agonist	A549 viability	pAkt inh	Nrf2 inh
31	0.1%	-8.1%	i	9.8%
32	.	2.1%	.	26.2%
33	8.0%	2.4%	i	-5.7%
34	3.6%	-3.3%	i	?
35	-4.3%	6.4%	i	?
36	10.1%	12.8%	i	.
37	7.2%	-7.0%	i	-3.8%
38	1.7%	-8.9%	i	5.5%
39	0.4%	10.7%	i	?
40	3.5%	.	i	.
41	3.2%	3.3%	i	3.8%
42	3.8%	-0.1%	i	?

# Assay outcomes (PubChem)
